Assay outcomes: PubChem, National Center for Advancing Translational Sciences (NCATS)
p53null 39C kill: kills p53 null cells at the nonpermissive temperature. H1299 p53-null (neo) cells, 39C, ATPlite viability, 24 h. Potency, µM (series often up to 46.1 µM), for the others: at the highest dose activity, negative = cell killing, usual class: cytotoxic. hit rate 0.97% among 55,000;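 further: potency means the concentration at half of the fitted maximal effect; 0% = DMSO only and -100% = full killing by 100 µM tamoxifen; nearly all actives have a fitted effect of over 50% in size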
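Temperature-shift cytotoxicity format: compound titrations on p53-null or A138V-expressing H1299 cells held 24 hr at 39C, cell ATP then measured, AC50 from Hill model.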
B2AR arrestin ag: agonists recruiting beta-arrestin to human beta2-adrenergic receptor; 44,000 tested, under 10 active; HTLA Tango cells, beta-arrestin recruitment, luciferase luminescence, 18 h; Potency, µM (highest dose often 46.1 µM), inactives show at the top dose activation, hits mostly activators;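 further: potency means the concentration at half of the fitted maximal effect; 0% = DMSO and full agonism = EC100 isoproterenol or metaproterenol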
Target sequence (P07550 whole entry, looked up): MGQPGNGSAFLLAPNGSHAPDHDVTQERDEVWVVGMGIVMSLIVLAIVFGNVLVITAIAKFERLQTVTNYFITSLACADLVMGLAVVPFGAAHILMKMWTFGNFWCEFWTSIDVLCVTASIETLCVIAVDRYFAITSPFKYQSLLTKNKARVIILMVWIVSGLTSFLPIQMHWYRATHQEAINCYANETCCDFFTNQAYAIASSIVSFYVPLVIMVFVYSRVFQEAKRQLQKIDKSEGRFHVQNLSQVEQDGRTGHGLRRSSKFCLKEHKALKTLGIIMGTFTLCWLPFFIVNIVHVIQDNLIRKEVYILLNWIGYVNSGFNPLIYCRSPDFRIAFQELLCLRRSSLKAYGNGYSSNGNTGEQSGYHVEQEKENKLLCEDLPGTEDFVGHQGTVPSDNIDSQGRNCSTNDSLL
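First, Tango cells carrying beta2-AR and beta-arrestin fusions received compound up to 46 microM. After 18 hr at 37 degrees C, luciferase substrate was added for 15 minutes, then luminescence gave %Activity for curve fitting.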
TSG101-PTAP inh: TSG101-PTAP interaction inhibition, HIV-1 budding; Q99816; Fluorescence polarization, FITC-PTAP peptide/Tsg101, 20 min; Potency, µM (highest dose often 115 µM), for inactives: at the top dose activity change, negative = inhibition, most hits filed as inhibitors; 44,000 tested, under 10 active; AID 1347069; further: potency means the concentration at half of the fitted maximal effect; 0% is about no effect
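The Tsg101 binding domain, at 10 uM final, is mixed with compound and a FITC peptide bearing the PTAP motif (50 nM final). After 20 min at r.t., polarization is measured; actives defined by CRC class, efficacy cut-off 60% inhibition.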
FH mod: Identification of activators of human fumarate hydratase by quantitative high-throughput screening; Fumarate hydratase, mitochondrial (Homo sapiens), P07954; FH coupled MDH/diaphorase resazurin fluorescence, 15 min; Potency, µM (top dose mostly 79.9 µM), for the others: top-dose activity change, negative = inhibition, usual class: inhibitors; hit rate 0.22% among 54,000; AID 1347055, 2019; further: potency means the concentration at half of the fitted maximal effect; on the % scale 0 is the no-effect control and ±100 the full control effect; the screen sought activators but most active calls are inhibition curves; nearly all actives have a fitted effect of over 45% in size
Target sequence (P07954 whole entry, looked up): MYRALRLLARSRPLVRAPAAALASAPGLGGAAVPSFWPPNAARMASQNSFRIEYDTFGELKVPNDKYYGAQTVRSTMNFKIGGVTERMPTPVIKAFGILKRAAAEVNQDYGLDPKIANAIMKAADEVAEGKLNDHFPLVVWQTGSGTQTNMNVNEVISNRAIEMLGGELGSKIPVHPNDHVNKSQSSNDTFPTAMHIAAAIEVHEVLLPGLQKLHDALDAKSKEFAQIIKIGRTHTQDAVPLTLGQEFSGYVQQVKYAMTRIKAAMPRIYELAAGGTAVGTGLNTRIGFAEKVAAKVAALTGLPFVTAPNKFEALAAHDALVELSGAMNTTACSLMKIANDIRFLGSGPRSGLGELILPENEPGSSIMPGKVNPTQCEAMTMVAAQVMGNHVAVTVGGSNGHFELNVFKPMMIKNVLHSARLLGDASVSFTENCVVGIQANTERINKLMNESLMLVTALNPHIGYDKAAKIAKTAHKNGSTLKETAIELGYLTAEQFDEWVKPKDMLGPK
NTMT1 inh: inhibitors of human N-terminal methyltransferase NTMT1 | NTMT1 MTase-Glo SAH luminescence, purified enzyme | Potency, µM (series often up to 114 µM), for the others: at the top dose activity change, negative = inhibition, usual class: inhibitors | hit rate 2.5% among 59,000 | AID 1645870;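 further: potency means the concentration at half of the fitted maximal effect; plate controls were DMSO vehicle for no effect and no enzyme for full effect; nearly all actives have a fitted effect of over 65% in size; many of its hits are not listed in these tables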
p53null 32C tox: selectivity test: cytotoxicity in p53 null cells, permissive temperature; H1299-neo p53 null cells, ATP luminescence, 24 h, 32C; Potency, µM (series often up to 46.1 µM), for inactives: at the highest dose activity change, negative = cytotoxicity, actives largely listed as cytotoxic; hit rate 0.62% among 55,000; AID 903;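 further: potency means the concentration at half of the fitted maximal effect; 0% = DMSO only and -100% = full killing by 100 µM tamoxifen; nearly all actives have a fitted effect of over 55% in size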
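Cells lacking p53 (H1299-neo) are plated at 600 per well and allowed to settle overnight at 37C. Test compounds (up to 46 uM) are added and held 24 hours at 32C, then ATP is quantified by luminescence.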
GALK inhibitor: GALK (human) enzyme inhibition | Potency, µM (titrated, usually from 57.5 µM), for inactives: at the highest dose activity, negative = inhibition, most hits filed as inhibitors | recombinant GALK, Kinase-Glo ATP luminescence, 1 h | 44,000 tested, under 10 active | P51570;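 further: plate controls were full GALK reaction for no effect and reaction lacking GALK for full effect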
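Luminescent ATP-depletion readout (Kinase-Glo Plus) after 1 h room-temperature incubation of human GALK (5 nM) with galactose 100 µM and ATP 35 µM, pH 8.0 HEPES/Mg2+ buffer; compounds tested in qHTS format.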
Active calls of the source: *; ? = inconclusive; . = not tested or not shown; [ ] = remark or other dose. The call rests on the fitted dose curve; in most records, active means well fitted curve in the direction sought with a large enough effect; inconclusive means small, poorly fitted or top-dose-only effect, or another doubt; inactive means no such curve, though single readings can be large; an effect the other way counts as inactive or inconclusive.

SMILES	p53null 39C kill	B2AR arrestin ag	TSG101-PTAP inh	FH mod	NTMT1 inh	p53null 32C tox	GALK inhibitor
Cc1ccc(CNC(=O)NC2COc3ccccc3C2)cc1 (stereo not drawn)	9%	-1%	0%	-6%	7%	14%	-2%
COc1ccccc1C(=O)NC1=NC(c2ccc(Br)cc2)CC(=O)N1 (stereo not drawn)	?	0%	0%	-1%	-3%	-12%	3%
CCCc1cnc2c(c1SCC(=O)NCc1ccc(C)cc1)c(=O)n(C)c(=O)n2C	12%	-3%	1%	-1%	10%	-3%	1%
COc1ccc(CCNC(=O)C2CCCN(c3nc4c(C)cc(C)cc4s3)C2)cc1OC (stereo not drawn)	-10%	0%	-1%	-6%	4%	-11%	-9%
COCCCNC(=O)c1c(-c2ccccc2)c(-c2ccccc2)nn(C)c1=O	-16%	0%	-7%	4%	-2%	-11%	-4%
CCc1ccc(CNC(=O)C(CC)n2ccc3cc(S(=O)(=O)N4CCCCC4)ccc32)cc1 (stereo not drawn)	9%	2%	-3%	-16%	2%	5%	-1%
CCc1ccc(-n2nc(CO)c(C(=O)NCc3cccnc3)n2)cc1	?	1%	-5%	2%	0%	-3%	-6%
O=C(Cn1c(SCCOc2ccccc2)nc2ccccc21)N1CCOCC1	-3%	0%	-3%	-18%	-29%	-2%	-11%
CC(=O)c1ccc(NC(=O)COc2ccccc2-c2nc(-c3ccc(C)cc3)no2)cc1	3%	-3%	5%	2%	1%	26%	0%
COc1ccccc1C(=O)n1nc(-c2ccccc2)nc1NCc1ccc(Cl)cc1	-7%	0%	-6%	-25%	-25%	-9%	2%
O=C(CCc1ccccc1)NC1CC(=O)N(c2ccccc2)C1 (stereo not drawn)	1%	-1%	-1%	2%	-7%	5%	-4%
COc1cc(C2CC(=O)N(Cc3ccc(F)cc3)c3ccccc3S2)cc(OC)c1OC (stereo not drawn)	9%	0%	0%	-21%	-29%	47%[activator]	-2%
Cc1cc(N2CCC(C)CC2)nc2ccc(NC(=O)Cc3c(F)cccc3Cl)cc12	23%	1%	-3%	2%	17%	10%	2%
CCN(Cc1ccccc1)S(=O)(=O)c1ccc(F)c(C(=O)Nc2cc(C(F)(F)F)ccc2Cl)c1	7%	0%	-2%	-25%	14%	-8%	0%
CCCOc1ccc(-c2nn(-c3ccccc3)cc2C2NC(=O)NC(C)=C2C(=O)OC)cc1 (stereo not drawn)	70%[activator]	0%	-1%	-19%	-1%	25%	0%
CCSC1=NC2(CCN(C(=O)NC3CCCCC3)CC2)N=C1c1ccc(Cl)cc1	-30%	0%	1%	-30%	-15%	-1%	3%
CCOC(=O)C1CCCN(c2nc3c(S(=O)(=O)c4ccc(C)c(C)c4)nnn3c3ccc(Cl)cc23)C1 (stereo not drawn)	-17%	7%	2%	-13%	-1%	-7%	1%
Cc1nn(CC(=O)N2CCN(c3ccccc3)CC2)c(=O)c2cc3cc(F)ccc3n12	14%	-1%	0%	.	.	2%	1%
COc1ccc(C(=O)N2CCN(c3nc4c(C)c(Cl)ccc4s3)CC2)c(OC)c1	-4%	-2%	0%	-24%	-18%	15%	1%
CC1CCc2nc3ncn(Cc4ccc(Cl)cc4)c(=O)c3cc2C1 (stereo not drawn)	-10%	1%	-8%	-1%	?	8%	-5%
COCCN1Cc2cccc(C(=O)Nc3ccc(C)cc3C)c2C1=O	-12%	0%	-3%	-18%	-1%	5%	1%
CCC(O)c1nc2ccccc2n1Cc1cc(C)ccc1C (stereo not drawn)	-2%	-1%	1%	-19%	9%	11%	2%
COc1ccc(N2CCN(C(=O)c3ccc(-c4nc(COc5ccccc5)c(C)o4)cc3)CC2)cc1	2%	-1%	-1%	?	6%	-5%	2%
COCCNC(=O)Cn1ccc2cc(S(=O)(=O)N3CCCCCC3)ccc21	-6%	1%	-4%	-16%	-2%	0%	0%
Cc1ccc(Cl)cc1N1CCN(C(=O)Cn2ncc3c4ccccc4n(C)c3c2=O)CC1	-18%	1%	3%	-13%	10%	6%	7%
Cc1ccc(C)c(CN2C(=O)C(O)(c3c[nH]c4ccccc34)c3ccccc32)c1 (stereo not drawn)	?	0%	-11%	?	17%	?	-1%
Cc1ccc(O)c(NC(=O)C2=CC(c3cccs3)=NS(=O)(=O)N2C)c1	20%	-1%	-9%	-10%	9%	-1%	-12%
O=C(C1CCC(Cn2c(=O)c3sccc3n(Cc3cccc(F)c3)c2=O)CC1)N1CCOCC1 (stereo not drawn)	-10%	2%	-8%	-4%	8%	-2%	4%
COc1ccc(NC(=O)COc2ccc(-c3nn(C)c(=O)c4ccccc34)cc2)cc1	?	0%	-3%	4%	-1%	-10%	8%
O=S(=O)(Nc1cccc(-c2ccc(N3CCOCC3)nn2)c1)c1ccc(F)cc1F	?	2%	-4%	.	.	?	0%
COCCCNC(=O)NC(CCC(C)C)c1c(-n2cccc2)sc2c1CCN(C)C2 (stereo not drawn)	-5%	1%	1%	-5%	-5%	4%	-4%
COc1ccccc1N1CCN(C(=O)CSc2nc(-c3ccc(C(C)C)cc3)no2)CC1	?	-1%	-5%	-25%	-3%	?	0%
COc1cccc(-n2c(=O)c3sc4ccccc4c3n(CC(=O)Nc3ccccc3C)c2=O)c1	-5%	-2%	27%	-8%	-2%	1%	-11%
CCOC(=O)c1c(C)[nH]c(C)c1S(=O)(=O)N1CCCC(C(=O)Nc2cccc(CC)c2)C1 (stereo not drawn)	-19%	0%	-9%	-20%	5%	9%	-1%
COc1cc(OC)c(N(C)C(=O)c2sc3nc4n(c(=O)c3c2C)CCCCC4)cc1Cl	-8%	-1%	-13%	1%	18%	6%	-3%
CN(C(=O)Cn1c(=O)n(CCCS(=O)(=O)C2CCCCC2)c(=O)c2ccccc21)c1ccccc1	17%	-2%	-1%	-12%	-3%	5%	2%
CCOc1ccc(NS(=O)(=O)c2ccc3[nH]cc(C(=O)N4CCCCCC4)c(=O)c3c2)cc1	-5%	0%	1%	-14%	-16%	7%	7%
COc1cccc(-c2nc(SCc3cccc(Br)c3)n3[nH]c(=O)cc3n2)c1	7%	0%	1%	.	.	2%	-5%
Cn1cc(CN(C(=O)Nc2ccc(Cl)c(Cl)c2)C2CCCCC2)c2ccccc21	8%	-2%	-3%	-38%	-1%	4%	8%
CCOc1ccccc1CN(CCc1ccc2c(c1)OCO2)Cc1cc(OC)c(OC)cc1OC	-14%	-2%	-1%	-12%	-14%	-19%	0%

5 entries from above, set out differently.
smiles,p53null 39C kill,B2AR arrestin ag,TSG101-PTAP inh,FH mod,NTMT1 inh,p53null 32C tox,GALK inhibitor
COc1ccccc1C(=O)NC1=NC(c2ccc(Br)cc2)CC(=O)N1 (stereo not drawn),?,0%,0%,-1%,-3%,-12%,3%
Cc1ccc(C)c(CN2C(=O)C(O)(c3c[nH]c4ccccc34)c3ccccc32)c1 (stereo not drawn),?,0%,-11%,?,17%,?,-1%
COCCNC(=O)Cn1ccc2cc(S(=O)(=O)N3CCCCCC3)ccc21,-6%,1%,-4%,-16%,-2%,0%,0%
COCCN1Cc2cccc(C(=O)Nc3ccc(C)cc3C)c2C1=O,-12%,0%,-3%,-18%,-1%,5%,1%
CCCc1cnc2c(c1SCC(=O)NCc1ccc(C)cc1)c(=O)n(C)c(=O)n2C,12%,-3%,1%,-1%,10%,-3%,1%

Remaining list, next part
SMILES	p53null 39C kill	B2AR arrestin ag	TSG101-PTAP inh	FH mod	NTMT1 inh	p53null 32C tox	GALK inhibitor
O=C(NCCC1=CCCCC1)c1ccc2c(=O)n3nc(Nc4ccccc4)sc3nc2c1	11%	-2%	2%	0%	9%	-3%	3%
COc1ccccc1NC(=O)c1cc(S(=O)(=O)NCCc2ccccc2)ccc1F	11%	1%	0%	-23%	-6%	1%	1%
COc1cc(C2Oc3nc(SC)nnc3-c3ccccc3N2C(C)=O)cc(Cl)c1OC (stereo not drawn)	8%	1%	-8%	5%	2%	8%	0%
COc1ccccc1N1CCN(Cc2nnc(-c3ccccc3C)o2)CC1	5%	-2%	-3%	-6%	?	-4%	1%
Cn1nnnc1SCCNCc1ccc(OCc2ccccc2)cc1	?	1%	-9%	-11%	-29%	-18%	1%
O=c1c2sc3ccccc3c2n(Cc2ccc(F)cc2)c(=O)n1Cc1ccccc1	-1%	-2%	-4%	0%	3%	-12%	0%
Cc1cc(N2CCN(c3ccc(F)cc3)CC2)n2nc(-c3ccc(Cl)cc3)nc2n1	9%	-1%	-5%	-23%	-8%	-6%	7%
Cc1ccc(CCNC(=O)c2nnc(Cc3cccc(F)c3)o2)cc1	8%	1%	3%	7%	12%	11%	2%
COc1ccc(S(=O)(=O)NCCc2sc3nc(-c4ccc(C)cc4)nn3c2C)cc1C	16%	-3%	-1%	?	-15%	3%	-2%
O=C(CSc1c2c(nc3ccc(Cl)cc13)CCCC2)NCc1ccccc1Cl	?	0%	-1%	-19%	-1%	15%	-2%
CCCCSCCCNC(=O)c1c[nH]c2ccc(S(=O)(=O)Nc3cccc(OC)c3)cc2c1=O	-7%	-2%	1%	-11%	-3%	11%	2%
COc1ccc(NC(=O)C(c2ccccc2)N(C)C(=O)/C=C\c2ccc3c(c2)OCO3)cc1 (stereo not drawn)	19%	1%	-2%	-28%	1%	5%	4%
Cc1ccc(C)c(CN2CCCN(CC(=O)Nc3ccc(C)c(C)c3)S2(=O)=O)c1	-16%	0%	-1%	3%	11%	13%	0%
CCc1ccc(-n2nnc(-c3nc(-c4cccs4)no3)c2N)cc1	-27%	-1%	3%	4%	-1%	-2%	6%
COc1ccc(Cl)cc1NC(=O)c1cnc(N2CCCCC2)c2ccccc12	-3%	0%	-3%	-28%	1%	-5%	2%
Cc1ccccc1-c1nc(SCC(=O)NCc2ccco2)c2c(=O)n(C)c(=O)n(C)c2n1	-2%	0%	3%	-6%	21%	-1%	-1%
Cc1ccc(NC(=O)CCC(=O)N2Cc3ccccc3Oc3ncccc32)c(C)c1	-7%	0%	-2%	-2%	18%	-3%	-2%
CCc1ccc(CNC(=O)c2cc(=O)[nH]c3ccc(S(=O)(=O)N4CCCCC4)cc23)cc1	1%	0%	-1%	-6%	-1%	-3%	-3%
CN(C)c1ccc(C(CNC(=O)Cc2ccc(Cl)cc2)N2CCOCC2)cc1 (stereo not drawn)	4%	1%	1%	2%	0%	5%	-1%
Cc1cccc(N(C)C(=O)c2cc(S(=O)(=O)N3CCCCC3)c[nH]2)c1	-22%	0%	-11%	0%	-2%	-8%	1%
CCc1ccc(C2CC(=O)c3c([nH]c(C(=O)OC4CCCCCC4)c3C)C2)cc1 (stereo not drawn)	-9%	0%	1%	6%	2%	2%	1%

An excerpt. The share of hits here may be higher or lower than overall.
